MazF activator – activators of E. coli MazEF toxin-antitoxin RNase, primary screen, biochemical, fluorescence, uHTS. hit rate 0.32% among 350,000. activation, % at 20 µM. FAM/BHQ RNA-DNA oligo cleavage fluorescence, 5 h; in the data active = activation above about 50%
Target sequence (P0AE70 whole entry, looked up): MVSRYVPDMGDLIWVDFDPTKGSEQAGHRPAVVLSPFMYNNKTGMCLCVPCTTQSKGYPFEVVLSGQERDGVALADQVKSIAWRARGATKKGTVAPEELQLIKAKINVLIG
PrPC TRFRET – inhibitors of human cell surface prion protein PrPC, primary screen, cell-based, TR-FRET. Major prion protein (Homo sapiens), P04156. TR-FRET read-out. inhibition, % at 13.8 µM. hit rate 0.43% among 370,000; in the data active = inhibition above about 24%; note: 0% = median of the test wells and 100% = reference compound wells
UGM FP inh – M. tuberculosis UGM enzyme inhibitors, primary screen, biochemical, fluorescence polarization, single point; purified UGM, fluorescence polarization probe displacement; inhibition, % at 10 µM; UDP-galactopyranose mutase (Mycobacterium tuberculosis (strain ATCC 25618 / H37Rv)), …; hit rate 0.06% among 320,000; in the data active = inhibition above about 10%, passing the limit was not always enough; inconclusive = no clear call, values can overlap the other calls
Target sequence (P9WIQ1 whole entry, looked up): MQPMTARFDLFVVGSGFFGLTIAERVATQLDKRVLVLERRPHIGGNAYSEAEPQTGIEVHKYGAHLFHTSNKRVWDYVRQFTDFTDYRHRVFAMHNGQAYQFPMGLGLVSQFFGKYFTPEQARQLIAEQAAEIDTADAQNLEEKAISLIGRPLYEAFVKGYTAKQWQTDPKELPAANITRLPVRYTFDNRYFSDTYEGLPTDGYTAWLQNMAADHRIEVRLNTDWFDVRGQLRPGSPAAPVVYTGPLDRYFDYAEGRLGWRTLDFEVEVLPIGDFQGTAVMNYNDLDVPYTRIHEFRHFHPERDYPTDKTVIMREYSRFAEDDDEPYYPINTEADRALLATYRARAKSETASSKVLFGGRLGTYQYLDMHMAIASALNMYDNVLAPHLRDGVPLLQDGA
Rv3671c protease – Rv3671c serine protease inhibitors, primary screen, biochemical, fluorescence polarization, M. tuberculosis H37Rv; inhibition, % at 5.96 µM; hit rate 0.048% among 320,000; AID 2606, 2010; in the data active = inhibition above about 38%;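 note: extracellular domain of Rv3671c used as enzyme; 0% = enzyme with DMSO and 100% = no enzyme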
Target sequence (P9WHR9 whole entry, looked up, the tested form may be a part): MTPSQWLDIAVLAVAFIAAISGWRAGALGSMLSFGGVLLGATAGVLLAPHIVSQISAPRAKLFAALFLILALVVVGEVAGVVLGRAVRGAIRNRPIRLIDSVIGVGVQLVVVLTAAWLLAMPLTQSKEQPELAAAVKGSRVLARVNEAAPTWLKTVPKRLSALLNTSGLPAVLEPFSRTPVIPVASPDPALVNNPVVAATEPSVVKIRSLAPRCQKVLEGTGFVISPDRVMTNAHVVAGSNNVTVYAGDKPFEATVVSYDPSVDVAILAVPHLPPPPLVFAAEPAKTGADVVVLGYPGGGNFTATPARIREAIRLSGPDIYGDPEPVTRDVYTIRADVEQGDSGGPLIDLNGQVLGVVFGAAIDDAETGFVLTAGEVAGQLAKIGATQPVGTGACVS
GDH-TPI counter – GDH-TPI coupling enzyme inhibitors, primary screen, artefact control for M. tuberculosis FBA inhibitor project, biochemical, absorbance, full deck; GDH-TPI coupled enzyme counterscreen, NADH absorbance; AID 588335, 2011; hit rate 1.2% among 360,000; inhibition, % at 4.8 µM; in the data active = inhibition above about 30%;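 note: 0% = DMSO wells and 100% = wells lacking the enzyme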
BoNT F protease – BoNT/F light chain protease inhibitors, primary screen, biochemical, flow cytometry, MLPCN library; AID 588497, 2011; Botulinum neurotoxin type F light chain protease (Clostridium botulinum); hit rate 0.22% among 360,000; Multiplex microsphere protease cleavage assay; inhibition, % at 10 µM; in the data active = inhibition above about 35%, passing the limit was not always enough; inconclusive = no clear call, values can overlap the other calls; note: plate controls were buffer without enzyme for full effect and enzyme alone for no effect
Mtb FBA inh – Mtb FBA enzyme inhibitors, primary screen, biochemical, fluorescence, strain H37Rv. Fructose-bisphosphate aldolase (Mycobacterium tuberculosis (strain ATCC 25618 / H37Rv)), …. purified M. tuberculosis FBA, fluorescence read-out. inhibition, % at 1 µM. hit rate 2.3% among 360,000; in the data active = inhibition above about 27%;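 note: 0% = vehicle and 100% = reference inhibitor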
BioA inh – M. tuberculosis BioA enzyme inhibitors, primary screen, biochemical, plate reader, single point, HTS | 7,8-diaminopelargonic acid synthase BioA (Mycobacterium tuberculosis) | purified M. tuberculosis BioA enzyme | inhibition, % at 9.99 µM | hit rate 0.096% among 360,000 | AID 602481, 2012; in the data active = inhibition above about 40%; inconclusive = no clear call, values can overlap the other calls
FadD28 binding – inhibitors of FadD28 bisubstrate probe binding, primary screen, biochemical, fluorescence polarization, single point. Mycobacterium tuberculosis FadD28 fatty-acid-AMP ligase. inhibition, % at 12.5 µM. hit rate 0.22% among 360,000; in the data active = inhibition above about 8.5%, passing the limit was not always enough; inconclusive = no clear call, values can overlap the other calls
The depositor's hits bear a star; ? = inconclusive; . = no result given.

SMILES	MazF activator	PrPC TRFRET	UGM FP inh	Rv3671c protease	GDH-TPI counter	BoNT F protease	Mtb FBA inh	BioA inh	FadD28 binding
COc1ccc(C)cc1S(=O)(=O)N(C)CC(=O)N1CCCC1	4.2	0.7	0.4	-2.1	-1.9	?	-1.0	0.1	-3.1
Cc1cc(=O)[nH]c(SCc2cn3ccccc3n2)n1	1.0	2.0	0.1	9.7	11.6	1.4	4.1	.	-1.6
C/C=C(/C)C(=O)O[C@@H]1[C@H](OC(=O)C=C(C)C)c2c(ccc3ccc(=O)oc23)OC1(C)C	2.8	3.4	0.2	-6.7	12.9	2.5	3.2	-4.0	2.4
CC1CN(C(=O)c2cc([N+](=O)[O-])cc([N+](=O)[O-])c2)CC(C)O1 (stereo not given)	3.7	-39.8	0.7	-5.9	-6.0	0.9	-5.4	1.7	-2.6
COc1ccccc1-c1nc(SCC(=O)Nc2cc(C)on2)c2c(=O)n(C)c(=O)n(C)c2n1	16.9	-4.2	-0.9	-8.3	6.2	1.8	4.5	0.6	-1.2
Cc1ccsc1/C=N\NC(=O)CC(=O)NCc1ccccc1	-0.6	1.7	-5.8	5.0	5.6	-16.7	5.3	.	-4.5
COc1ccc(OC)c(CN2CCN(C(=O)c3cc4ccccc4cc3O)CC2)c1	5.5	-0.2	-0.9	9.1	-4.5	3.7	3.2	1.4	-2.6
COC1C(CO)OC(n2cnc3c(=S)nc(N)[nH]c32)C1O (stereo not given)	8.3	1.9	.	.	20.7	3.5	-0.3	.	1.7
O=C(CCCN1C(=O)c2ccccc2C1=O)Nc1c(C(=O)C2CC2)oc2ccccc12	-64.7	-1.6	-0.7	0.3	5.8	-6.6	3.3	-1.5	-2.1
Cc1c(CC(=O)O)c(=O)oc2c(C)c(OCc3c(F)cccc3Cl)ccc12	1.3	-9.9	-0.1	.	12.1	16.8	43.8*	-0.1	-2.3
CCOc1ccc(NC(=O)c2nc(SCC)ncc2Cl)cc1	9.8	-2.8	1.7	-5.0	10.3	-6.1	-7.6	.	-2.6
O=C(O)c1cccc(-c2ccc3c(c2)OCO3)c1	4.8	-1.0	1.3	-0.6	-9.6	?	-2.0	-0.8	-6.7
COc1ccc(CCNS(=O)(=O)c2ccc(-c3ccc(=O)[nH]n3)o2)cc1OC	6.5	-13.6	-4.1	2.7	3.5	-2.9	5.4	0.3	-1.5
Cc1cc(C)n(CC2CC(=O)N(c3ccc(Cl)c(Cl)c3)C2=O)n1 (stereo not given)	-2.1	-0.5	0.4	-1.4	5.3	-6.2	-0.3	0.0	-1.9
CCOc1ccc2nc(NC(=O)c3ccc(OC)c(S(=O)(=O)N4CCOCC4)c3)sc2c1	6.6	5.3	1.3	-1.9	7.1	6.2	-1.6	-1.6	-1.5

Part of the list above, set out differently:
canonical_smiles,MazF activator,PrPC TRFRET,UGM FP inh,Rv3671c protease,GDH-TPI counter,BoNT F protease,Mtb FBA inh,BioA inh,FadD28 binding
COc1ccc(CCNS(=O)(=O)c2ccc(-c3ccc(=O)[nH]n3)o2)cc1OC,6.5,-13.6,-4.1,2.7,3.5,-2.9,5.4,0.3,-1.5
Cc1c(CC(=O)O)c(=O)oc2c(C)c(OCc3c(F)cccc3Cl)ccc12,1.3,-9.9,-0.1,.,12.1,16.8,43.8*,-0.1,-2.3
CCOc1ccc(NC(=O)c2nc(SCC)ncc2Cl)cc1,9.8,-2.8,1.7,-5.0,10.3,-6.1,-7.6,.,-2.6
CCOc1ccc2nc(NC(=O)c3ccc(OC)c(S(=O)(=O)N4CCOCC4)c3)sc2c1,6.6,5.3,1.3,-1.9,7.1,6.2,-1.6,-1.6,-1.5

Next results follow:
SMILES	MazF activator	PrPC TRFRET	UGM FP inh	Rv3671c protease	GDH-TPI counter	BoNT F protease	Mtb FBA inh	BioA inh	FadD28 binding
CCN(CC(=O)NCc1ccc(F)cc1)C(=O)c1cc2ccccc2o1	2.8	-3.3	-2.0	-2.9	0.0	2.3	-3.0	-0.2	-4.4
Cc1ccc(N2C(=S)NC3c4cc(Cl)ccc4OC2(C)C3C(=O)N(C)C)cc1 (stereo not given)	-8.2	-4.4	2.8	6.4	1.9	-8.5	0.7	-0.7	1.5
CCOC(=O)c1oc2cccc(OC(C)=O)c2c1C	-6.7	1.1	-2.1	0.6	-4.3	?	0.1	-0.3	-2.8
NS(=O)(=O)c1ccc(NC(=S)N2CCN(c3cccc(Cl)c3)CC2)cc1	2.0	11.8	1.1	-13.3	8.7	-1.7	0.1	2.3	-3.2
CC(C)COc1ccc(C(=O)OCCN2CCOCC2)c(O)c1	10.5	-3.7	-0.3	0.7	14.3	-7.6	5.9	0.0	-1.6
COc1cc(/C=N/NC(=O)C(NC(=O)c2ccccc2)c2n[nH]c(=O)c3ccccc23)ccc1OCC(N)=O (stereo not given)	10.4	-12.0	0.7	-0.6	8.7	6.3	3.1	2.8	1.7
O=C(NC(=S)Nc1cccnc1Cl)c1ccc(F)cc1	3.6	-6.6	-1.3	-21.5	11.7	4.7	-0.6	0.2	-1.5
Cc1ccc(CCNS(=O)(=O)c2cnc[nH]2)cc1	9.1	1.7	-2.9	1.2	3.8	-14.1	-0.7	-0.8	-0.9
CC1CN(Cc2cc(=O)n3ccsc3n2)CC(C)O1 (stereo not given)	3.3	0.6	1.0	2.8	7.5	0.2	7.0	0.1	0.6
CC(NC(=O)COC(=O)[C@@H]1CCCN1S(=O)(=O)c1ccccc1F)C12CC3CC(CC(C3)C1)C2 (stereo not given in full)	3.5	-0.9	0.4	-16.0	1.8	-5.7	2.2	5.4	-0.5
C=CCSc1nnc(CCc2ccccc2)n1N	1.7	2.1	.	.	10.1	-3.7	3.6	-0.7	-1.8
CCCCCCn1nc(C(=O)N(CC(C)C)c2c(N)n(CCCC)c(=O)[nH]c2=O)c2ccccc2c1=O	1.9	0.7	-2.2	-3.3	0.4	4.2	-0.6	-2.2	-1.7
CCOc1ccc2sc(NS(=O)(=O)c3ccc(N)cc3)nc2c1	3.8	-6.6	2.4	-1.6	14.8	1.3	0.5	-2.1	0.6
O=C(CCCC(=O)OCC1CCCO1)OCC1CCCO1 (stereo not given)	-4.5	-7.4	-0.6	-3.8	4.8	6.2	-0.2	-0.7	-1.1
CN1OC(c2ccccc2)=C(CO)C1c1ccccc1 (stereo not given)	-2.7	-3.7	1.5	-3.7	1.1	-6.3	-0.1	.	-2.1

Single records, as listed above. Order of values: MazF activator	PrPC TRFRET	UGM FP inh	Rv3671c protease	GDH-TPI counter	BoNT F protease	Mtb FBA inh	BioA inh	FadD28 binding
Record of CC1CN(Cc2cc(=O)n3ccsc3n2)CC(C)O1 (stereo not given) : 3.3	0.6	1.0	2.8	7.5	0.2	7.0	0.1	0.6
Record of Cc1ccc(CCNS(=O)(=O)c2cnc[nH]2)cc1 : 9.1	1.7	-2.9	1.2	3.8	-14.1	-0.7	-0.8	-0.9

Remaining list, next part
SMILES	MazF activator	PrPC TRFRET	UGM FP inh	Rv3671c protease	GDH-TPI counter	BoNT F protease	Mtb FBA inh	BioA inh	FadD28 binding
O=C(Oc1ccccc1N1CCOCC1)c1sccc1Br	5.6	5.1	-2.1	2.6	-2.4	?	2.7	.	-2.7
COc1ccc(C(=O)C2CCCN(C(=O)CCc3scnc3C)C2)c(C)c1 (stereo not given)	-2.6	-0.5	0.6	-4.5	6.8	-1.4	0.2	.	-4.0
CCNC(=S)Nc1nc2c(cc1C(=O)OCC)CCCC2	3.6	8.4	2.5	0.4	10.7	6.1	-1.7	-0.6	-2.5
Cc1ccc(S(=O)(=O)N(C)C[C@@H]2OCc3ccccc3-c3c(n(C)c4ccccc34)C(=O)N([C@H](C)CO)C[C@@H]2C)cc1	-0.1	14.9	.	.	-2.4	-4.7	2.8	.	-0.3
COc1ccc(S(=O)(=O)Nc2c(C)n(C)n(-c3ccccc3)c2=O)cc1Br	12.3	3.1	-2.2	-0.7	5.5	-6.7	0.3	-0.6	0.4
O=C(CC1NCCNC1=O)Nc1ccccc1 (stereo not given)	1.7	-6.0	-0.5	-7.5	4.8	-13.3	2.7	.	-1.5
COCCn1c(SCC(=O)Nc2nc(C)cs2)nnc1C(C)C	2.0	-4.9	2.4	-0.2	1.1	22.3	1.8	-2.4	-0.2
Clc1ccc(-c2cc(COc3ccc4ccccc4c3)no2)cc1	-0.2	-1.3	1.3	1.7	-4.1	-3.4	5.4	.	0.5
Cc1ccc(C(=O)NNC(=O)c2nn(-c3ccc(F)cc3)ccc2=O)cc1	-0.3	-4.2	-1.5	1.2	33.3*	?	-4.5	-1.5	-2.1
Cn1ncc(C#N)c1/N=C/N1CCOCC1	7.1	-3.2	-0.2	6.9	-3.7	-9.7	2.3	-1.5	-3.5
O=C(NCc1ccccc1Cl)C1CCC(CNc2nc(=S)[nH]c3ccccc23)CC1 (stereo not given)	-24.7	-9.2	.	-2.8	-8.8	-2.9	3.9	.	-3.4
CC(C)c1ccc(N2C(=NC(=O)C3CC3)SC3CS(=O)(=O)CC32)cc1 (stereo not given)	3.2	-3.2	-1.9	-9.6	8.9	-1.1	3.2	-1.2	-0.3
O=C(O)CCN1/C(=C/C=Nc2ccccc2)Oc2ccccc21	-15.5	-6.8	-1.0	0.6	17.3	-6.2	8.4	-0.2	2.6
COc1ccccc1C(C)N(C)Cc1nc(COc2ccccc2)no1 (stereo not given)	2.7	9.7	-0.9	-3.1	-7.6	-5.5	-2.9	.	2.2
O=C1Nc2cc(Br)ccc2C1(O)c1ccccc1O (stereo not given)	0.4	8.4	-1.6	4.6	8.0	-0.7	1.7	0.1	2.8
Cc1ccc([N+](=O)[O-])cc1NC(=O)Nc1cccc(F)c1	15.2	13.2	.	.	-2.5	?	1.7	-1.6	-4.1
Cc1ccc(NC(=S)N(CCN2CCCCC2)Cc2ccco2)cc1	6.9	-2.4	0.9	-2.4	-3.7	-2.5	7.2	.	-2.7
CN(Cc1ccc(Cl)cc1Cl)C(=O)c1cccc(S(=O)(=O)N2CCN(c3ccccc3)CC2)c1	-1.3	1.5	-0.1	-11.2	0.3	-5.0	-0.6	-1.7	-0.7
CCN(CCO)C(=O)c1ccc2nc(Cc3ccc(OC)cc3)oc2c1	0.0	3.1	0.9	-4.6	-1.5	.	3.9	-0.7	-0.2
CCOC(=O)C1=C(O)/C(=C/c2ccc(OCC(=O)O)c(OCC)c2)SC1=Nc1ccc(OC)cc1	12.8	-27.1	0.1	-14.0	20.0	-1.6	0.9	.	-16.6
CN(C)S(=O)(=O)c1ccc(C(=O)Nc2cccc(C(=O)O)c2)cc1	8.5	-1.7	-2.3	-1.3	-2.9	-9.9	-0.5	-2.3	0.1
O=[N+]([O-])c1cccc(-c2cc3cccc[n+]3cc2-c2cccc([N+](=O)[O-])c2)c1	4.6	-3.0	0.1	1.4	5.2	-6.3	-1.1	0.9	-2.0
O=C(O)c1ccc(-n2nncc2-c2ccco2)cc1	-1.6	-1.4	0.1	-1.9	-0.7	4.4	5.7	0.1	-3.1
Cc1ccc(S(=O)(=O)c2nnn3c2nc(N2CCOCC2)c2ccccc23)cc1C	-0.7	5.0	1.5	-0.7	11.1	0.4	2.7	0.7	0.7
CC(C)OC(=O)/C(=C\c1cccnc1)NC(=O)c1ccccc1	9.5	-0.9	-1.1	6.1	-8.5	-3.0	-3.6	.	-4.5
CC(=O)c1ccc(NC(=O)c2cc(Cl)nc3ccccc23)cc1	-3.0	-3.0	-0.1	4.7	12.6	0.3	-1.5	.	1.0
Nc1ccc(N2CCCCC2)c(S(=O)(=O)Nc2ccc(Cl)cc2)c1	6.6	6.0	1.4	-3.7	5.2	-10.8	-2.3	5.5	-1.6
CC(Oc1ccc(-c2ccccc2)c(F)c1)c1ccn(S(=O)(=O)c2cccc3ccccc23)n1 (stereo not given)	-7.5	-0.7	-0.2	-2.2	-3.8	-9.5	-2.5	-5.2	-0.4
CC(=O)N1N=C(c2ccccc2)OC1c1cccnc1 (stereo not given)	6.6	6.5	0.2	3.2	5.5	-4.6	-0.2	1.5	-0.9

Assay outcomes (PubChem)
